Growth percent in the NCI-60 one-dose screen (48 h, 10 µM unless noted): 100 = growth as untreated, 0 = no growth, -100 = all killed.
U251: U251 CNS tumor cells; 80,000 compounds, 5.4% hits; AID 1794753
CAKI-1: CAKI-1 renal cancer | 75,000 compounds, 4.7% hits | AID 1794772
UO-31: UO-31 renal cancer. 81,000 compounds, 5.2% hits. AID 1794768
786-0: 786-0 renal cancer cells; 81,000 compounds, 5.1% hits
SN12C: SN12C renal cancer cells | AID 1794767 | 81,000 compounds, 3.8% hits
SF-295: SF-295 CNS cancer cells; AID 1794758; 79,000 compounds, 5.6% hits
TK-10: TK-10 renal cancer cells; 81,000 compounds, 3.9% hits
SF-268: SF-268 CNS cancer cells; 82,000 compounds, 3.1% hits
The depositor's hits bear a star; / = no result given; & = joins results of further samples. Rule for the calls: active = growth percent below 10; inactive = the rest.

[1] Nc1cc(=O)[nH]c(SCC(=O)Nc2nc(-c3ccccc3)cs2)n1
[2] CCSc1nnc(-c2ccc3ccccc3c2O)n1-c1ccccc1
[3] CC(C(N)=O)c1ccccc1 (stereo not given)
[4] Cc1cccc(NC(N)=O)c1
[5] Nc1ncnc(N2CCOCC2)n1

assay / entry	1	2	3	4	5
U251	96	40	109	101	104
CAKI-1	86	81	92	101	118
UO-31	70	42	94	96	92
786-0	100	86	/	102	103
SN12C	98	65	106	97	90
SF-295	94	/	109	111	122
TK-10	116	76	104	108	94
SF-268	93	65	109	105	107

[6] CS(=O)(=O)Nc1ccc(C(=O)NC(C(=O)NO)c2ccc(C3CCCC3)cc2)cc1 (stereo not given)
[7] CC1(C)CC[C@]2(CO)CC[C@]3(C)[C@@H](NC(=O)C[C@@H]4[C@@]5(C)CC[C@H](O)C(C)(C)[C@@H]5CC[C@]43C)[C@@H]2C1
[8] c1ccc2c(c1)ccc[n+]2CCC1CCCCC1
[9] COC(=O)c1cc(C(=O)C(Br)Br)n2c1ccc1c3ccccc3ccc12
[10] O=C(O)c1ncc(-c2ccc(C(F)(F)F)cc2)c(NC2CCCCCC2)n1

assay / entry	6	7	8	9	10
U251	98	99	57	44	94
CAKI-1	97	94	86	58	91
UO-31	86	87	90	38	69
786-0	105	108	83	65	99
SN12C	97	97	69	53	102
SF-295	100	102	82	54	100
TK-10	105	121	74	65	131
SF-268	95	107	95	68	89

[11] CCCCCCCCCC(CO)CCCCCCC (stereo not given)
[12] CC(C)N(Sc1nc2ccccc2s1)Sc1nc2ccccc2s1
[13] COc1cc2oc(-c3cccc(NC(=O)c4ccc(C)cc4)c3)cc(=O)c2c(OC)c1OC
[14] CCN(CC)C(=O)Cn1cc([N+](=O)[O-])cc1[N+](=O)[O-]
[15] O=C(Nc1ncc(Cc2ccc(Cl)cc2)s1)c1ccc2c(c1)OCCO2

assay / entry	11	12	13	14	15
U251	103	97	71	103&109	18
CAKI-1	97	98	86	97&101	29
UO-31	77	85	24	80&94	50
786-0	100	107	55	110&109	39
SN12C	108	97	58	93&107	31
SF-295	/	86	47	131&104	12
TK-10	104	140	83	92&102	49
SF-268	106	91	55	102&107	43

[16] O=c1c2cc(F)ccc2sc2c(NCc3ccccc3)nc3ccccc3c12
[17] Cc1ccc(C(=O)/C=C\c2cccc(C)c2)cc1
[18] O=C(Oc1ccc(/C=C/c2cc(OC(=O)c3ccc([N+](=O)[O-])cc3)cc(OC(=O)c3ccc([N+](=O)[O-])cc3)c2)cc1)c1ccc([N+](=O)[O-])cc1
[19] COc1cccc(/C=C2\Oc3cc(OCCN4CCOCC4)ccc3C2=O)c1
[20] O=C(Oc1ccc(OC(=O)c2ccc(Cl)cc2)cc1)c1ccc(Cl)cc1

assay / entry	16	17	18	19	20
U251	98	66	104	99	108
CAKI-1	75	92	/	88	97
UO-31	82	58	81	95	83
786-0	94	80	103	95	/
SN12C	94	92	107	104	111
SF-295	97	129	98	97	113
TK-10	102	84	96	113	111
SF-268	93	96	106	88	103

Reprinted at random: four entries already listed
[19] COc1cccc(/C=C2\Oc3cc(OCCN4CCOCC4)ccc3C2=O)c1
[20] O=C(Oc1ccc(OC(=O)c2ccc(Cl)cc2)cc1)c1ccc(Cl)cc1
[17] Cc1ccc(C(=O)/C=C\c2cccc(C)c2)cc1
[18] O=C(Oc1ccc(/C=C/c2cc(OC(=O)c3ccc([N+](=O)[O-])cc3)cc(OC(=O)c3ccc([N+](=O)[O-])cc3)c2)cc1)c1ccc([N+](=O)[O-])cc1

assay / entry	19	20	17	18
U251	99	108	66	104
CAKI-1	88	97	92	/
UO-31	95	83	58	81
786-0	95	/	80	103
SN12C	104	111	92	107
SF-295	97	113	129	98
TK-10	113	111	84	96
SF-268	88	103	96	106

(listing goes on)
[21] CCN1CCC(=O)N2[C@H](c3ccc(Cl)cc3)c3[nH]c4ccccc4c3C[C@H]2C1=O
[22] O=C(O)c1cn(C2CC2)c2cc(N3CCN(C(=O)/C=C/c4ccccc4)CC3)c(F)cc2c1=O
[23] CNC(=O)OCc1nc(SC2CCCCO2)n(C)c1COC(=O)NC (stereo not given)
[24] O=C(c1nc2ccccc2[nH]1)C1C(c2ccccc2O)C2CC3CCCC[C@H]3N2[C@@]12C(=O)Nc1cc(Cl)ccc12 (stereo not given in full)
[25] Cc1cc(CSc2ccccc2C(=O)N2CC=C(c3ccccc3)CC2)on1

assay / entry	21	22	23	24	25
U251	89	105	95	74	99
CAKI-1	91	83	101	38	86
UO-31	74	47	96	45	88
786-0	97	79	100	82	94
SN12C	95	98	102	68	105
SF-295	93	93	107	61	100
TK-10	109	108	101	94	97
SF-268	96	90	97	50	108

[26] NS(=O)(=O)c1ccc(N2C(=O)c3ccc(C(=O)O)cc3C2=O)cc1
[27] O=C(C1=Cc2cc3ccccc3n2Cc2cnnn21)c1ccc(Br)cc1
[28] CCOC(=O)N/N=C/c1cc(Cl)ccc1O
[29] CCOC(=O)C1=C(C)NC(C)=C(C(=O)OCC)C1c1cccc([N+](=O)[O-])c1
[30] Cc1cc(O)cc2c1[C@H]1CC[C@]3(C)C(=O)CC[C@H]3[C@@H]1C=C2

assay / entry	26	27	28	29	30
U251	95	90	95	105	97
CAKI-1	96	92	110	83	88
UO-31	85	65	108	85	108
786-0	102	107	97	100	103
SN12C	100	105	104	102	104
SF-295	97	103	95	55	/
TK-10	89	122	116	121	/
SF-268	97	88	111	102	106

[31] O=C(O)CC(NC(=O)c1ccccc1)C(=O)O (stereo not given)
[32] N#Cc1c(Cl)cccc1N1CCSCC1
[33] O=C1c2cc(F)ccc2Oc2cc([N+](=O)[O-])ccc2N1c1ccc(I)cc1F
[34] N#CC(C#N)=Cc1nc(C2CCN(S(=O)(=O)c3cccc4ccccc34)CC2)n2ccccc12
[35] COc1ccc(OC)c(/C=C2\CCc3ccccc3C2=O)c1

assay / entry	31	32	33	34	35
U251	106	90	96	109	/
CAKI-1	97	73&77	84	105	39
UO-31	99	87	72	83	61
786-0	97	91&88	104	102	47
SN12C	103	94&97	103	107	62
SF-295	98	94&84	96	100	32
TK-10	95	59&74	114	114	89
SF-268	104	96	96	76	56

Next compounds:
The line under a structure holds: U251, CAKI-1, UO-31, 786-0, SN12C, SF-295, TK-10, SF-268
36: CC(=O)OC[C@]12CCC(C)(C)C=C1[C@H]1CC[C@@H]3[C@@]4(C)Cc5c([nH]c6ccccc56)C(C)(C)[C@@H]4CC[C@@]3(C)[C@]1(C)CC2
 : 111, 86, 95, 98, 110, 106, 95, 97
37: COCCn1c(=S)sc2c(NCc3ccc(Cl)cc3)nc(-c3ccc(Cl)cc3)nc21
 : 109, 95, 91, 94, 99, 93, 97, 96
38: CC1CCOS(=O)O1 (stereo not given)
 : 101&99, 97&98, 95&93, 106&107, 96&96, 98&99, 124&116, 117&114
39: CCC(=O)c1cc2cccc(OC3OC(C(=O)O)C(O)C(O)C3O)c2c(O)c1C(C)=O (stereo not given)
 : 99, 101, 106, 93, 94, 103, /, 102
40: COc1cc(N)ccc1Nc1c2ccccc2nc2ccccc12
 : /, 71, 51, 69, 81, 91, 88, 10
41: NC(=O)N1N=C(c2ccc(F)cc2)CC1c1cn(-c2ccccc2)nc1-c1ccc(Cl)cc1 (stereo not given)
 : 102, 100, 84, 106, 100, 98, 98, 91
42: N=c1sc(Cc2ccc(F)cc2)cn1CC(=O)c1ccc(Br)cc1
 : 94, 60, 85, 89, 96, 97, 90, 95
43: CC(C)NC(=O)OCc1c(COC(=O)NC(C)C)c(-c2cccc(Cl)c2)n2c1CCC2
 : 86, 52, 75, 95, 88, 109, 118, 94
44: COc1ccc(C2C3=C(COC3=O)N(CCO)c3cc4c(cc32)OCCO4)cc1OC (stereo not given)
 : 26, 50, 66, 28, 42, 3.2*, 65, 52
45: O=C1c2ccccc2C(O)(c2ccccc2)N1c1ccncc1 (stereo not given)
 : 99, 101, 69, 90, 92, 109, 125, 108
46: O=c1[nH][n+](-c2cccc([N+](=O)[O-])c2)no1
 : 84, 20, 33, 63, 87, 87, 81, 45
47: COc1ccc(-c2nc(SCc3nc4ccccc4[nH]3)nc(Nc3ccc([N+](=O)[O-])cc3)c2C#N)cc1
 : 92, 107, 66, 100, 96, 102, 94, 88
48: N#CCc1cccnc1
 : 101, 101, 86, 101, 107, 108, 110, 106
49: S=C(Nc1ccc(Cl)c(Cl)c1)N1c2ccccc2-n2cccc2C1c1cccnc1 (stereo not given)
 : 90, 120, 76, 96, 102, 88, 131, 95
50: CC(=O)c1c(C)[nH]c2c1c(-c1cccnc1)nc1ccccc12
 : 93, 90, 61, 95, 92, 90, 96, 90
51: COc1ccc(N=c2sc(C3=c4cc(Cl)ccc4=NC3=O)c(O)n2Cc2nc3ccccc3[nH]2)cc1
 : 49, 91, 77, 92, 72, 95, 110, 77
52: COc1ccc(/C=C2\C=C(c3ccccc3)N(CCc3ccccc3)C2=O)cc1
 : 88, 91, 91, 84, 80, 88, 89, 80
53: O=c1oc(NCn2c(=O)[nH]c3ccccc3c2=O)nc2ccccc12
 : 98, 92, 75, 109, 110, 101, 106, 99
54: Nc1ccccc1Nc1ccccc1
 : 87&89, 73, 50&45, 83&91, 73&70, 98, 88&111, 78&90
55: CN(C)C(=O)c1ccncc1
 : 96, 105, 87, 97, /, 103, 96, 108
56: O=c1cc(-c2nccc3c2[nH]c2ccccc23)c2cc(Cl)ccc2o1
 : 30, 55, 58, 28, 62, 14, 85, 55
57: CN(C)c1ccc(/C=N/C2=NNC(C)(c3ccccc3O)N2C(Cc2c[nH]c3ccccc23)C(=O)O)cc1 (stereo not given)
 : 90, 94, 64, 107, 103, 107, 137, 96
58: CC1(C)OC(=O)C(c2ccsc2)C(=O)O1
 : /, 100, 84, 108, 107, 108, 92, 100
59: CCOC(=O)c1sc2nc(-c3ccc(OC)cc3)nc(N3CCOCC3)c2c1C
 : 103, 79, 89, 95, 90, 91, 103, 91
60: COc1cc(/C=C2\CN(C)Cc3c2nc2nc(SC)[nH]c(=O)c2c3-c2cc(OC)c(OC)c(OC)c2)cc(OC)c1OC
 : 37, 77, 84, 94, 79, 94, /, 105
61: C=C1C(=O)O[C@H]2[C@H]1CC/C(COC(=O)/C=C\C(=O)NCc1ccc(Cn3c(=O)sn(CCI)c3=O)cc1)=C\CC[C@@]1(C)O[C@@H]21
 : 70, 26, 55, 37, 58, 105, 19, 70
62: O=C(CC(c1ccc(Br)cc1)c1cccc2ccccc12)c1ccccc1 (stereo not given)
 : 97, 78, 68, 83, 82, 92, 91, 95
63: CCOC(=O)C(C(=O)OCC)=C(C)C
 : 103, 92, 82, 106, 106, 100, 104, 101
64: NCc1ccccc1CC(=O)NC1C(=O)N2C(C(=O)O)=C(CSc3nnnn3CC(=O)O)CSC12 (stereo not given)
 : 103, 94, 82, 109, 105, 111, 115, 107
65: CN(C)CCOc1ccc(C(=O)C(=O)N2CCOCC2)cc1
 : 102, /, 93, 107, 101, 105, 107, 102
66: CC1CC(NC(=S)S)CC(C)(C)C1 (stereo not given)
 : 87, 74, 90, 83, 88, 97, 93, 97
67: O=C1CCC23OC(c4ccccc4)(C(=O)c4ccccc4N12)C1SSCC(=O)N13 (stereo not given)
 : 104, /, 85, 103, 100, 107, 116, 99
68: Nc1ccc(S(=O)(=O)Nc2ccsc2-c2nc(-c3ccccc3)no2)cc1
 : 42, 54, 71, 86, 85, 70, 66, 67
69: Clc1cnc(OC2CCNC2)nc1-n1cnc2ccccc21 (stereo not given)
 : 106, 90, 79, 101, 105, 94, 99, 90
70: COc1ccc(-c2[nH]c3ccc(OC)cc3c2C=C(C#N)C#N)cc1
 : 36, /, 50, 29, 63, -47*, 70, 53
71: Cc1cc2n(n1)C(C(C)C)C(C(=O)c1cc(Cl)cc(Cl)c1O)=CN2 (stereo not given)
 : 74, /, 67, 77, 69, 72, 64, 93
72: Clc1cc(Cl)cc(-c2nn3c(-c4cc(Cl)cc(Cl)c4Cl)nnc3s2)c1
 : 94, 63, 75, 93, 92, 96, 111, 103
73: N#Cc1ccc(N2Cc3cc(Cl)ccc3OC3=C2C(=O)N(Cc2ccc(F)cc2)C3=O)cc1
 : -61*, /, -86*, -90*, -25*, 67, -79*, -58*
74: C=CCOC(=O)c1ccccc1C(=O)OCC=C
 : 99, 87, 85, 103, 97, 94, 109, 100
75: O=c1[nH]c(-c2ccccc2)c(-c2ccccc2)[nH]1
 : 102, 94, 86, 106, 92, 109, 104, 108
